RORg inh = blocks mouse ROR gamma transcriptional activity. 310,000 compounds, 5.4% hits. Potency, µM (series often up to 53.6 µM), without a hit: at the top dose activity change, negative = inhibition, most hits filed as inhibitors. P51450. Drosophila S2 Gal4-RORgamma UAS-luciferase reporter, 20 h; note: % is set by controls: 0 for no effect and ±100 for the full control effect; nearly all actives have a fitted effect of over 60% in size
Target sequence (P51450 whole entry, looked up, the tested form may be a part): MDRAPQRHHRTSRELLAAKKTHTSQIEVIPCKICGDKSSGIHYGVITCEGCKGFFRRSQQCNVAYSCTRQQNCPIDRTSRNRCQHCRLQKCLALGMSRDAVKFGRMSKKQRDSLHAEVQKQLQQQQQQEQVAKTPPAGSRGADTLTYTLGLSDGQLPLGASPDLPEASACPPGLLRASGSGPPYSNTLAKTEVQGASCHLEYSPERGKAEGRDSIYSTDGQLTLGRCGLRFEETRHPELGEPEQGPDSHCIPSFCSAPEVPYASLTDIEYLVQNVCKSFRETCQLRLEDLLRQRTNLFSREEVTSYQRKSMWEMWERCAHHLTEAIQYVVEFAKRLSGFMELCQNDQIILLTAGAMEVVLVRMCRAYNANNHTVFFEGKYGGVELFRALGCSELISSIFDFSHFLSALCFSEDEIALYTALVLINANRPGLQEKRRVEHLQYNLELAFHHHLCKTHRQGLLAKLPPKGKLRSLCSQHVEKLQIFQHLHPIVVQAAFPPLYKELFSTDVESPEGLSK
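Using a luciferase readout, inhibitors were identified by reduced reporter activity in Drosophila cells coexpressing a copper-inducible Gal4–ROR gamma fusion and UAS-driven Photinus luciferase, incubated 20 hr after 700 uM copper sulfate.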
Rab9 prom act = Rab9 promoter activation. Huh7 Rab9 promoter-luciferase reporter, luminescence, 24 h. Potency, µM (top dose mostly 9.22 µM), for inactives: at the top dose activation, negative = inhibition, most hits filed as activators. 320,000 compounds, 2.8% hits. AID 485297; note: % of control where 0% means no effect; nearly all actives have a fitted effect of over 60% in size
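Huh7 cells stably carrying Rab9 promoter–luciferase reporter, plated 1500 cells/well, compound added after 2 h and incubated 24 h at 37 °C; luciferase luminescence then read after 10 min with detection reagent.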
uPA generation = inhibitors of cell surface uPA generation; cell surface uPA generation assay, qHTS; Potency, µM (doses to about 38.3 µM), without a hit: at the highest dose activity change, negative = inhibition, most hits filed as inhibitors; 330,000 compounds, 0.31% hits; AID 540303; active = well fitted inhibition curve with a large enough effect; inconclusive = small, poorly fitted or top-dose-only effect; inactive = no such curve, though single readings can be large or run the other way; tested in mouse RAW 264.7 cells; note: % is set by controls: 0 for no effect and ±100 for the full control effect; nearly all actives have a fitted effect of over 55% in size
Gal4-VP16 FLuc = Gal4-VP16 reporter inhibition counter-screen; Drosophila S2 Gal4-VP16 UAS-luciferase, luminescence, 20 h; Potency, µM (doses to about 53.6 µM), for inactives: at the top dose activity, negative = inhibition, hits mostly inhibitors; 310,000 compounds, 3.5% hits;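 note: Gal4-VP16 expression switched on by copper sulfate through the metallothionein promoter; % is set by controls: 0 for no effect and ±100 for the full control effect; nearly all actives have a fitted effect of over 50% in size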
BRCA1 expr act = activators of BRCA1 expression | Potency, µM (top dose mostly 46.1 µM), for the others: at the highest dose activation, hits mostly activators | 380,000 compounds, 1.1% hits | MCF7-BRCA1-FFLuc reporter, luminescence, 48 h; response scale: scaled: vehicle 0%, 10 µM genistein 100% | AID 624202; note: nearly all actives have a fitted effect of over 80% in size; some results filed as inactive show a strong effect at the top dose
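Luminescence from a BRCA1-driven firefly luciferase in MCF7 cells was read after 48 h compound exposure at 37 C. Data normalized against DMSO and a 10microM genistein activation control, then curve-fitted across the titration.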
p53 reactivator = mutant p53 re-activation in reporter cells; H1299 p53-A138V BP100-luciferase reporter, luminescence, 24 h; Potency, µM (series often up to 92.2 µM), without a hit: at the highest dose activity change, positive = activation, most hits filed as activators; 320,000 compounds, 0.063% hits; AID 504706; note: % of control where 0% means no effect; nearly all actives have a fitted effect of over 45% in size
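H1299 (p53-null), stable ts p53-A138V + BP100-Luc; 1000 cells/well, Opti-MEM/10% FBS; cpd 4 pt, 1:5; 24 h, 37 deg C, 5% CO2; detection reagent 10 min RT; luminescence.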
FLuc modulator = firefly luciferase modulation, counter-screen for miR-21 project | P08659 | purified FLuc, Km substrates, luminescence inhibition | Potency, µM (series often up to 57.5 µM), for the others: at the top dose activity change, negative = inhibition, hits mostly inhibitors | 360,000 compounds, 6.9% hits | AID 588342;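 note: plate controls were vehicle for no effect and reference inhibitor for full effect; nearly all actives have a fitted effect of over 55% in size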
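Purified P. pyralis luciferase, 10 nM final, with Km-level 10 uM D-luciferin and 10 uM ATP in 50 mM Tris acetate pH 7.5, 10 mM Mg acetate, 0.01% Tween-20, 0.05% BSA; 6-point qHTS titration about 60 µM downward; luminescence read.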
MBNL1-CUG inh = MBNL1-poly(CUG) RNA binding inhibition; TR-FRET MBNL1-His/biotin-(CUG)12 binding, 665/545 ratio; AID 2675; Potency, µM (titrated, usually from 57.5 µM), inactives show top-dose activity change, negative = inhibition, usual class: inhibitors; 280,000 compounds, 0.036% hits; Q9NR56; active = well fitted inhibition curve with a large enough effect in the signal ratio, with a control signal flat, not every such curve was filed as active; inconclusive = small, poorly fitted or top-dose-only effect, or effect the other way, or a change in a side signal; inactive = no such curve, though single readings can be large or run the other way; the % refers to the signal ratio; note: % is set by controls: 0 for no effect and ±100 for the full control effect
Target sequence (Q9NR56 whole entry, looked up): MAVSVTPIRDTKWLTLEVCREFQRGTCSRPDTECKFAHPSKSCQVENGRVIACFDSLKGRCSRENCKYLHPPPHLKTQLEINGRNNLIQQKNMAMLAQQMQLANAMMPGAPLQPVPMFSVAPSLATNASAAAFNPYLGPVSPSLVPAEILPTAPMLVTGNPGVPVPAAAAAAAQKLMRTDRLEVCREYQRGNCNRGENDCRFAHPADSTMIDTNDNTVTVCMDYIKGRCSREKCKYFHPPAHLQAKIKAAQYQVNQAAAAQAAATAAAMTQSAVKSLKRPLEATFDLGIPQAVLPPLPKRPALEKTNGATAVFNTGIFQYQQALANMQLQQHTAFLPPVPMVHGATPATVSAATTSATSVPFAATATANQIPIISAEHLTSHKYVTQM
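Compounds (final 92 nM to 58 uM) are added to His-tagged MBNL1 and biotin-(CUG)12, then terbium anti-His antibody and streptavidin-XL665 (5 nM final). After 60 min at room temperature, the 665/545 nm ratio is read.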
ELG1 genotoxic = inducers of genotoxicity in HEK293T ELG1-luciferase cells | HEK293T ELG1-luciferase reporter, luminescence, 16 h | Potency, µM (titrated, usually from 46 µM), for the others: at the top dose activity change, positive = activation, actives largely listed as activators | 330,000 compounds, 1.3% hits; note: % of control where 0% means no effect; nearly all actives have a fitted effect of over 60% in size
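ELG1-luciferase HEK293T cells, 2,000/well; compound pinned in; 16 hr, 37 °C, 5% CO2; ONE-Glo, 30 min RT; luminescence on CCD imager.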
NPC1 prom act = activates the NPC1 promoter; 320,000 compounds, 2.4% hits; Huh7 NPC1 promoter luciferase reporter, 24 h; AID 485313; Potency, µM (highest dose often 9.22 µM), for the others: at the highest dose activation, hits mostly activators;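 note: % of control where 0% means no effect; nearly all actives have a fitted effect of over 60% in size; reporter is driven by a mutant NPC1 promoter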
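Cells: Huh7 expressing luciferase under the NPC1 promoter, 1500/well. Seeded 2 h, compound added, incubated 24 h at 37 °C. Luciferase reagent, 10 min ambient, then luminescence.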
Starred values were filed as active, the others as inactive; ? = inconclusive; nt = no result given; [ ] = another dose, or the depositor's remark. Unless noted, calls come from the whole dose curve; as a rule, active = well fitted curve in the direction sought with a large enough effect; inconclusive = small, poorly fitted or top-dose-only effect, or another doubt; inactive = no such curve, though single readings can be large; an effect the other way counts as inactive or inconclusive. Potency is the fitted concentration of half-maximal effect.

Short keys: A = RORg inh; B = Rab9 prom act; C = uPA generation; D = Gal4-VP16 FLuc; E = BRCA1 expr act; F = p53 reactivator; G = FLuc modulator; H = MBNL1-CUG inh; I = ELG1 genotoxic; J = NPC1 prom act
1) COCC(C)NC(=O)CSc1ncnc2sc(-c3ccccc3)cc12 (stereo not drawn)
  A: -34% | B: -3% | C: 0% | D: -5% | E: 22% | F: 1% | G: ? | H: ? | I: -7% | J: -3%

2) CCOC(=O)c1c(-c2ccc(C)cc2)csc1NC(=O)C1CCCO1 (stereo not drawn)
  A: 17% | B: -1% | C: -3% | D: -12% | E: -17% | F: nt | G: -2% | H: -5% | I: nt | J: 0%

3) CC(C)OCCCNC(=O)CCN1C(=O)COc2ccccc21
  A: 2% | B: -8% | C: 7% | D: 5% | E: 40% | F: 10% | G: 0% | H: 6% | I: -1% | J: 0%

4) CC(C)[C@H](NC(=O)NC1CCCc2ccccc21)C(=O)O (stereo partly drawn)
  A: -7% | B: 4% | C: 1% | D: -4% | E: -2% | F: 1% | G: 6% | H: 4% | I: 0% | J: 1%

5) CN(CC(=O)Nc1ccc(F)c(F)c1F)C(=O)c1ccc(-n2cncn2)cc1
  A: nt | B: -3% | C: 1% | D: nt | E: 9% | F: -11% | G: nt | H: nt | I: 0% | J: -8%

6) O=C(CCSc1ccc(Cl)c(Cl)c1)NC12CC3CC(CC(C3)C1)C2
  A: ? | B: 0% | C: 1% | D: 2% | E: 23% | F: 7% | G: ? | H: -11% | I: -4% | J: 1%

7) NC(=O)COc1ccc(/C=N/NS(=O)(=O)c2ccccc2)cc1
  A: -9% | B: -5%[1.84 µM] | C: 2% | D: 12%[10 µM] | E: 20% | F: 9% | G: 1% | H: 13% | I: 1% | J: -1%

8) CC(C(=O)Nc1ccc(C#N)cc1)N(C)CC(=O)Nc1ccccc1Br (stereo not drawn)
  A: 38% | B: -9% | C: 4% | D: 11% | E: -6% | F: -5% | G: -1% | H: -5% | I: -12% | J: -4%

9) O=C(O)c1cccc(NS(=O)(=O)c2cc(S(=O)(=O)c3ccc(Cl)cc3)ccc2Cl)c1
  A: -3% | B: 5% | C: 13% | D: 3% | E: -4% | F: -3% | G: -5% | H: 0% | I: 1% | J: -4%

10) COC(=O)c1ccc(NC(=S)NCCc2ccccc2)cc1
  A: ? | B: -2% | C: 10% | D: -3% | E: -2% | F: 11% | G: 1% | H: -2% | I: 3% | J: 0%

11) CCOc1ccccc1CNc1ccc(O)cc1
  A: -36% | B: -16% | C: 3% | D: -10%[10 µM] | E: -59% | F: -13% | G: -10% | H: ? | I: 0% | J: -12%

12) CCN(CC)c1nc2ccccc2nc1C(C#N)C(=O)NCCc1ccccc1 (stereo not drawn)
  A: 5% | B: -3% | C: 5% | D: 10% | E: -11% | F: 12% | G: -2% | H: 8% | I: -13% | J: -1%

13) O=C(COc1ccc(F)cc1)c1c(O)cc(O)cc1O
  A: 2µM* | B: ? | C: 11% | D: ? | E: 3% | F: 18% | G: 8.5µM* | H: -6% | I: ? | J: ?

14) Cc1cc(=O)oc2cc(OC(=O)c3ccccc3)ccc12
  A: 1% | B: 1% | C: 0% | D: -14% | E: 3% | F: -3% | G: 5.4µM* | H: 8% | I: -7% | J: -1%

15) O=C(CCl)Nc1ccccc1Sc1ccc(Cl)cc1
  A: ? | B: -3% | C: -9% | D: 1% | E: 2%[1.84 µM] | F: 2% | G: -4% | H: 0% | I: -3% | J: 1%

16) CC(C)(C)N1C(=O)[C@H]2[C@@H](c3ccc(Br)cc3)N3C(=O)N(c4cccc(Cl)c4)C(=O)[C@@]3(C)[C@H]2C1=O
  A: nt | B: -2% | C: 16% | D: nt | E: -14% | F: -1% | G: 6% | H: nt | I: -4% | J: -5%

17) CCOCCCNC(=O)CCc1nnc2n(CCC(C)C)c(=O)c3ccccc3n12
  A: 33% | B: -4% | C: -1% | D: 4% | E: -17% | F: -2% | G: 2% | H: -11% | I: -11% | J: 0%

18) O=[N+]([O-])c1cccc(-c2ccc(C(=S)N3CCOCC3)o2)c1
  A: -11% | B: 1.1µM* | C: -6% | D: -29% | E: 4.5µM* | F: ? | G: 3µM* | H: ? | I: ? | J: 2.8µM*

19) CCCCn1c(N)c(N(CCC(C)C)C(=O)C2CCCO2)c(=O)[nH]c1=O (stereo not drawn)
  A: nt | B: -2% | C: 7% | D: nt | E: -5% | F: -2% | G: 12% | H: nt | I: -1% | J: -2%

20) CC1(C(=O)Oc2ccccc2)Cc2ccccc2C(=O)O1 (stereo not drawn)
  A: -1% | B: -6% | C: 17% | D: ? | E: 2% | F: -4% | G: -3% | H: -5% | I: 0% | J: 1%

Grouped by structure, the entries above with sulfur (eight)
Short keys: A = RORg inh; B = Rab9 prom act; C = uPA generation; D = Gal4-VP16 FLuc; E = BRCA1 expr act; F = p53 reactivator; G = FLuc modulator; H = MBNL1-CUG inh; I = ELG1 genotoxic; J = NPC1 prom act
1) COCC(C)NC(=O)CSc1ncnc2sc(-c3ccccc3)cc12 (stereo not drawn)
  A: -34% | B: -3% | C: 0% | D: -5% | E: 22% | F: 1% | G: ? | H: ? | I: -7% | J: -3%

2) CCOC(=O)c1c(-c2ccc(C)cc2)csc1NC(=O)C1CCCO1 (stereo not drawn)
  A: 17% | B: -1% | C: -3% | D: -12% | E: -17% | F: nt | G: -2% | H: -5% | I: nt | J: 0%

6) O=C(CCSc1ccc(Cl)c(Cl)c1)NC12CC3CC(CC(C3)C1)C2
  A: ? | B: 0% | C: 1% | D: 2% | E: 23% | F: 7% | G: ? | H: -11% | I: -4% | J: 1%

7) NC(=O)COc1ccc(/C=N/NS(=O)(=O)c2ccccc2)cc1
  A: -9% | B: -5%[1.84 µM] | C: 2% | D: 12%[10 µM] | E: 20% | F: 9% | G: 1% | H: 13% | I: 1% | J: -1%

9) O=C(O)c1cccc(NS(=O)(=O)c2cc(S(=O)(=O)c3ccc(Cl)cc3)ccc2Cl)c1
  A: -3% | B: 5% | C: 13% | D: 3% | E: -4% | F: -3% | G: -5% | H: 0% | I: 1% | J: -4%

10) COC(=O)c1ccc(NC(=S)NCCc2ccccc2)cc1
  A: ? | B: -2% | C: 10% | D: -3% | E: -2% | F: 11% | G: 1% | H: -2% | I: 3% | J: 0%

15) O=C(CCl)Nc1ccccc1Sc1ccc(Cl)cc1
  A: ? | B: -3% | C: -9% | D: 1% | E: 2%[1.84 µM] | F: 2% | G: -4% | H: 0% | I: -3% | J: 1%

18) O=[N+]([O-])c1cccc(-c2ccc(C(=S)N3CCOCC3)o2)c1
  A: -11% | B: 1.1µM* | C: -6% | D: -29% | E: 4.5µM* | F: ? | G: 3µM* | H: ? | I: ? | J: 2.8µM*

Results in sequence from the entries so far:
Nos. 12–17 in Rab9 prom act read -3%, ?, 1%, -3%, -2%, -4%
Nos. 12–17 in NPC1 prom act read -1%, ?, -1%, 1%, -5%, 0%
Nos. 12–17 in p53 reactivator read 12%, 18%, -3%, 2%, -1%, -2%

Screens: PubChem, National Center for Advancing Translational Sciences (NCATS)
